High-throughput results deposited in PubChem by Johns Hopkins Ion Channel Center.
KCNQ2 inh: KCNQ2 potassium channel inhibitors, primary screen, cell-based, CHO-K1, FluxOR thallium flux, B-score (AID 2156); actives 1.1% (n = 310,000); 20 min; stronger effect = lower value; Potassium voltage-gated channel subfamily KQT member 2 (Rattus norvegicus), O88943; B-score at 10 µM;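 active means fluorescence ratio B-score at most minus 3 library SDs, with starting brightness B-score within 2 library SDs, cut at about -5.5 in these data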
Target sequence (O88943 whole entry, looked up): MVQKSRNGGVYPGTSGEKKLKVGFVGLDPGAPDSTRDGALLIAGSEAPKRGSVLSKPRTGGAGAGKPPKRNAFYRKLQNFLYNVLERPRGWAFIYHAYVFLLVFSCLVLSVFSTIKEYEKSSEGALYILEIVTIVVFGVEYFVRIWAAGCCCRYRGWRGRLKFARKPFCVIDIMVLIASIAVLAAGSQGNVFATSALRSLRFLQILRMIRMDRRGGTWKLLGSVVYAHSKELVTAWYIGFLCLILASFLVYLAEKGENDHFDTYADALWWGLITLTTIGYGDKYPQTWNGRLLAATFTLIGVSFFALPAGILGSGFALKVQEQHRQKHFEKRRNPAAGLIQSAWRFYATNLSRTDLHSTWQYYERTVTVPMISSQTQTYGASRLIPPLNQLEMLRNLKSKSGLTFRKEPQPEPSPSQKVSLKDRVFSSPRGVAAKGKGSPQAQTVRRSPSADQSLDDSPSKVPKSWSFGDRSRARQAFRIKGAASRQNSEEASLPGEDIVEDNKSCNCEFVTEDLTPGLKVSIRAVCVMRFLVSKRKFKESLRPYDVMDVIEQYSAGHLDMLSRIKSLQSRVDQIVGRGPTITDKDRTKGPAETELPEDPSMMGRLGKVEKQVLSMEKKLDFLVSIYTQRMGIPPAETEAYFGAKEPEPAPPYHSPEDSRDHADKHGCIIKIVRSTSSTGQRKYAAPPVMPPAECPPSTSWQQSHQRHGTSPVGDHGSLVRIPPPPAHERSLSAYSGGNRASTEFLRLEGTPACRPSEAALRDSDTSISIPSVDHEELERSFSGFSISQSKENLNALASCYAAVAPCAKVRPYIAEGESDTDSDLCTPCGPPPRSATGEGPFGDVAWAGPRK
CHT block: inhibitors of human choline transporter CHT. B-score at 10 µM. actives 0.86% (n = 310,000). CHT-expressing cells, membrane potential dye, choline response; stronger effect = lower value;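 active means B-score over 3 SD under the library average, and starting fluorescence ratio not unusually high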;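 further: choline stimulus applied at its EC90 after an EC20 pre-addition; B-score computed on integrated fluorescence ratio after choline addition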
* = called active by the depositor.

Screening COc1ccc(-n2c(=S)[nH]c3sc4c(c3c2=O)CCc2ccccc2-4)cc1 returned KCNQ2 inh inactive and CHT block inactive.
For CCN(Cc1ccc(NC(C)=O)cc1)CC1CCCN(CCc2cccc(OC)c2)C1 (stereo not given) the results were KCNQ2 inh inactive and CHT block inactive.
`Cc1cccc(-n2c(C)n[nH]c2=S)c1C` gave KCNQ2 inh inactive and CHT block inactive.
For CCCCC(=O)NC1(C(F)(F)F)C(=O)Nc2c1c(=O)[nH]c(=O)n2Cc1ccco1 (stereo not given) the results were KCNQ2 inh inactive and CHT block inactive.
CCOC(=O)C1(CC2CCCCO2)CCN(Cc2cc3ccccc3[nH]2)CC1 (stereo not given) was read as KCNQ2 inh inactive and CHT block inactive.
For COc1ccccc1C(=O)COC(=O)CCN=C1NS(=O)(=O)c2ccccc21 the results were KCNQ2 inh inactive and CHT block inactive.
O=c1c2c(nc3nc(NCc4ccccc4Cl)[nH]n13)CCC2 was read as KCNQ2 inh inactive and CHT block inactive.
`O=C(Cn1nc(-c2ccco2)ccc1=O)Nc1cc(Cl)ccc1Cl` gave KCNQ2 inh inactive and CHT block inactive.
For CCOC(=O)/C(C#N)=C/c1cn(CCC(=O)O)nc1-c1ccccc1 the results were KCNQ2 inh inactive and CHT block inactive.
For O=C1NC(=O)C(c2cn(-c3ccccc3)nc2-c2ccc(F)cc2)N1 (stereo not given) the results were KCNQ2 inh inactive and CHT block inactive.
For O=C(c1ccc(CS(=O)(=O)c2ccc(Br)cc2)o1)N1CCCCCC1 the results were KCNQ2 inh inactive and CHT block inactive.
For CCC(CO)Nc1nc(CN2CCCCC2)nc2scc(-c3ccccc3)c12 (stereo not given) the results were KCNQ2 inh inactive and CHT block inactive.

Arranged by molecular weight (largest number first): some entries from above
For CCCCC(=O)NC1(C(F)(F)F)C(=O)Nc2c1c(=O)[nH]c(=O)n2Cc1ccco1 (stereo not given) the results were KCNQ2 inh inactive and CHT block inactive.
`O=C(Cn1nc(-c2ccco2)ccc1=O)Nc1cc(Cl)ccc1Cl` gave KCNQ2 inh inactive and CHT block inactive.
For CCOC(=O)/C(C#N)=C/c1cn(CCC(=O)O)nc1-c1ccccc1 the results were KCNQ2 inh inactive and CHT block inactive.

Remaining list, next part
CCOC(=O)N/N=C/c1ccc(F)cc1F was read as KCNQ2 inh inactive and CHT block inactive.
For COc1ccc(CCN2CCCC(CN(C)Cc3cccc(OC)c3)C2)cc1 (stereo not given) the results were KCNQ2 inh inactive and CHT block inactive.
For Cc1nn(C)c(C)c1S(=O)(=O)N(CC(=O)Nc1ccc2c(c1)OCO2)c1ccc(C(C)C)cc1 the results were CHT block inactive.
For CCCN1CCC(=O)N([C@H](COc2ccccc2)Cc2ccccc2)CC1 the results were KCNQ2 inh inactive and CHT block inactive.
`CCOc1ccc(N2C(=O)CC(SCc3nc4ccccc4[nH]3)C2=O)cc1` (stereo not given) gave KCNQ2 inh inactive and CHT block inactive.
`N#Cc1c(C(F)(F)F)cc(-c2cccs2)nc1SCc1ccc(Cl)nc1` gave KCNQ2 inh inactive and CHT block inactive.
Screening O=C(O)CCc1ccc(S(=O)(=O)Nc2ccccc2C(=O)NCCc2ccccc2)cc1 returned KCNQ2 inh inactive and CHT block inactive.
Screening CCCNC(=O)c1ccc(C2SCC(=O)N2Cc2ccccc2)cc1 (stereo not given) returned KCNQ2 inh inactive and CHT block inactive.
`Cc1ccc(S(=O)(=O)N2CCOCC2)cc1N/N=C(\C#N)c1nc2ccccc2[nH]1` gave KCNQ2 inh inactive and CHT block inactive.
CC(C)CN1C(=O)c2ccc(C(=O)Nc3ccncc3)cc2C1=O was read as KCNQ2 inh inactive and CHT block inactive.
For CO/N=C/CC(=O)c1cnc(-c2ccccc2)s1 the results were KCNQ2 inh inactive and CHT block inactive.
Cc1ccc(C(=O)N/N=C\c2ccc(OC(=O)c3cccc(F)c3)cc2)cn1 was read as KCNQ2 inh inactive and CHT block inactive.
Screening CS(=O)(=O)N(Cc1ccc(C(=O)N2CCc3ccccc3C2)cc1)c1ccccc1 returned KCNQ2 inh inactive and CHT block inactive.
Screening COc1cccc(CN2CCCCC2C(=O)O)c1 (stereo not given) returned KCNQ2 inh inactive and CHT block inactive.
Cc1cc(N2CCN(c3ccc(C(F)(F)F)cc3[N+](=O)[O-])CC2)c2ccccc2n1 was read as KCNQ2 inh inactive and CHT block inactive.
For Cc1ccc2c(c1)N(C(=O)CCC(=O)Nc1ccccc1Cl)CC(C)O2 (stereo not given) the results were KCNQ2 inh inactive and CHT block inactive.
O=C(O)CCc1ccc(-c2ccc(F)cc2)n1CCC(=O)O was read as KCNQ2 inh inactive and CHT block inactive.
For COC(=O)Cn1ncn2c(cc3oc(C)cc32)c1=O the results were KCNQ2 inh inactive and CHT block inactive.
For COC(=O)Nc1nnc(CC(=O)Nc2ccccc2C)s1 the results were KCNQ2 inh inactive and CHT block inactive.
COCCn1c(Cc2ccccc2)nnc1SCC(=O)Nc1oc(C)c2c(C)n[nH]c(=O)c12 was read as KCNQ2 inh inactive and CHT block inactive.
`Cc1ccc(SCC(=O)NCc2cccnc2)cc1` gave KCNQ2 inh inactive and CHT block inactive.
`COc1ccc(C2NC(=O)c3sc(=S)n(-c4ccccc4)c3N2)cc1` (stereo not given) gave KCNQ2 inh inactive and CHT block inactive.
Screening O=C(Nc1ccncc1)c1ccc(S(=O)(=O)Nc2ccccc2)cc1 returned KCNQ2 inh inactive and CHT block inactive.
Cc1sc2nc(-c3ccccn3)[nH]c(=O)c2c1-c1ccccc1 was read as KCNQ2 inh inactive and CHT block inactive.

4 compounds drawn at random from those above:
For COC(=O)Cn1ncn2c(cc3oc(C)cc32)c1=O the results were KCNQ2 inh inactive and CHT block inactive.
Screening COc1cccc(CN2CCCCC2C(=O)O)c1 (stereo not given) returned KCNQ2 inh inactive and CHT block inactive.
Cc1cc(N2CCN(c3ccc(C(F)(F)F)cc3[N+](=O)[O-])CC2)c2ccccc2n1 was read as KCNQ2 inh inactive and CHT block inactive.
Cc1sc2nc(-c3ccccn3)[nH]c(=O)c2c1-c1ccccc1 was read as KCNQ2 inh inactive and CHT block inactive.

Next records
O=C(NCCCO)/C(=C/c1ccco1)NC(=O)c1ccc(Br)o1 was read as KCNQ2 inh inactive and CHT block inactive.
Screening CC(C)(C)NC(=O)CSc1nc2scc(-c3ccccc3)c2c(=O)[nH]1 returned KCNQ2 inh inactive and CHT block inactive.
`O=S(=O)(Nc1ccccc1Cl)c1ccc2[nH]c(=S)oc2c1` gave KCNQ2 inh inactive and CHT block inactive.
Screening COc1ccc(S(=O)(=O)N(CC(=O)NC(C)C)Cc2ccccc2)cc1 returned KCNQ2 inh inactive and CHT block inactive.
For Cc1c(C)n(C)c2ccc(C(=O)NCCCN3CCN(c4ccc(F)cc4)CC3)cc12 the results were KCNQ2 inh inactive and CHT block inactive.
For Cc1cc(NC(=O)COC(=O)CCNS(=O)(=O)c2c(Cl)cccc2Cl)no1 the results were KCNQ2 inh inactive and CHT block inactive.
Screening COc1ccccc1NC(=O)CSc1nnc(-c2ccc(NC(C)=O)cc2)n1C returned KCNQ2 inh inactive and CHT block inactive.
`O=C(Nc1cc(=O)[nH]c2ncnn12)c1ccccc1F` gave KCNQ2 inh inactive and CHT block inactive.
For CCN1C(=O)[C@@H]2[C@@H](c3ccc(-c4ccc(OC)cc4)c(OC)c3)N3CCCC[C@@]3(C(=O)OC)[C@@H]2C1=O the results were CHT block inactive.
Screening Cc1nn2cc(-c3ccc(-c4ccccc4)cc3)nc2s1 returned KCNQ2 inh inactive and CHT block inactive.
Screening C=CCNc1cc(=O)n(Cc2ccccc2)c(=O)[nH]1 returned KCNQ2 inh inactive and CHT block inactive.
Screening CN(C)C(=O)N1CCCC(C(=O)NCc2ccccc2)C1 (stereo not given) returned KCNQ2 inh inactive and CHT block inactive.
For O=C(OCC(=O)N1CCN(C(=O)c2ccco2)CC1)C1=COCCO1 the results were KCNQ2 inh inactive and CHT block inactive.
For O=C(NNC(=O)C1CCN(Cc2ccc(Cl)c(Cl)c2)CC1)c1cccs1 the results were KCNQ2 inh inactive and CHT block inactive.
Screening CC1CCN(C(=O)c2ccc(-n3cnnn3)cc2)CC1 returned KCNQ2 inh inactive and CHT block inactive.
For O=C(CN(Cc1ccccc1)S(=O)(=O)c1ccc(F)cc1)NCc1ccncc1 the results were KCNQ2 inh inactive and CHT block inactive.
Screening C/C(=C/c1ccccc1)C(=O)N1CCN(c2ccccc2)CC1 returned KCNQ2 inh inactive and CHT block inactive.
Screening CC(=O)NC(CCS(C)(=O)=O)C(=O)Nc1ccc(Cl)c(Cl)c1 (stereo not given) returned KCNQ2 inh inactive and CHT block inactive.
Screening Cc1nc(-c2ccc(-n3nncc3-c3ccco3)cc2)cs1 returned KCNQ2 inh inactive and CHT block inactive.
For Cc1cccc(NC(=O)CSCC(=O)Nc2cccc3ncccc23)c1 the results were KCNQ2 inh inactive and CHT block inactive.
COC(=O)c1ccc(CC(=O)c2c(C)cc(O)cc2O)o1 was read as KCNQ2 inh inactive and CHT block inactive.
Screening CC(C)c1ccc(-c2nnc(SCC(=O)NC3CC3)n2C)cc1 returned KCNQ2 inh inactive and CHT block inactive.
For O=C(Cn1nnc(-c2ccccc2)n1)N/N=C/c1cc([N+](=O)[O-])c(Cl)cc1Cl the results were KCNQ2 inh inactive and CHT block inactive.
`O=C(Nc1cccc2ccccc12)c1ccccc1` gave KCNQ2 inh inactive and CHT block inactive.

Next section; the last 5 above are carried over.
For Cc1cccc(NC(=O)CSCC(=O)Nc2cccc3ncccc23)c1 the results were KCNQ2 inh inactive and CHT block inactive.
COC(=O)c1ccc(CC(=O)c2c(C)cc(O)cc2O)o1 was read as KCNQ2 inh inactive and CHT block inactive.
Screening CC(C)c1ccc(-c2nnc(SCC(=O)NC3CC3)n2C)cc1 returned KCNQ2 inh inactive and CHT block inactive.
For O=C(Cn1nnc(-c2ccccc2)n1)N/N=C/c1cc([N+](=O)[O-])c(Cl)cc1Cl the results were KCNQ2 inh inactive and CHT block inactive.
`O=C(Nc1cccc2ccccc12)c1ccccc1` gave KCNQ2 inh inactive and CHT block inactive.
For COc1ccc2cc3cc(C(=O)NCCN4CCN(Cc5ccccc5)CC4)oc3nc2c1 the results were KCNQ2 inh inactive and CHT block inactive.
`Cc1onc(-c2c(F)cccc2Cl)c1C(=O)N(C)CCc1ccccn1` gave KCNQ2 inh inactive and CHT block inactive.
`CSCCNCc1cn(-c2ccc(F)cc2F)nc1-c1ccccc1C` gave KCNQ2 inh inactive and CHT block inactive.
CCc1cc([N+](=O)[O-])cc(CC)c1N was read as KCNQ2 inh inactive and CHT block -5.9*.
O=C(O)CSc1nnnn1-c1ccc2c(c1)OCCO2 was read as KCNQ2 inh inactive and CHT block inactive.
`Cc1ccc(S(=O)(=O)CCC(=O)OCC(=O)c2cc(C)ccc2C)cc1` gave KCNQ2 inh inactive and CHT block inactive.
For CCOc1ccc(-c2nnn(CC(=O)N3CCCC(C)C3)n2)cc1 (stereo not given) the results were KCNQ2 inh inactive and CHT block inactive.
Cc1ccc(SC[C@H](Cc2ccccc2)N2CCN(C)CCC2=O)cc1 was read as KCNQ2 inh inactive.
Screening CCOc1ccc(N(CC(=O)Nc2ccccc2F)S(=O)(=O)c2c(C)[nH]c(=O)[nH]c2=O)cc1 returned KCNQ2 inh inactive and CHT block inactive.
`Cc1ccc(NC(=O)CSc2nnc(CNC(=O)C34CC5CC(CC(C5)C3)C4)n2-c2ccc(F)cc2)cc1` gave KCNQ2 inh inactive and CHT block inactive.
Screening COc1ccc(C)cc1NC(=O)CSc1nnc(-c2cc3cccc(OC)c3o2)n1N returned KCNQ2 inh inactive and CHT block inactive.
`Cc1ccc(NS(=O)(=O)c2c(C)[nH]c(C)c2C(=O)N2CCCCC2)cc1F` gave KCNQ2 inh inactive and CHT block inactive.
Screening CN(C(=O)c1ccccc1F)C(c1ccccc1)c1ccccc1 returned KCNQ2 inh inactive and CHT block inactive.
Screening O=C(NCc1cccnc1)C(=O)NCC(c1ccco1)N1CCN(c2ccc(F)cc2)CC1 (stereo not given) returned KCNQ2 inh inactive and CHT block inactive.
Screening COCC(C)NC(=O)Cn1c(SCc2ccccc2)nc2ccccc21 (stereo not given) returned KCNQ2 inh inactive and CHT block inactive.
Cc1onc(-c2ccccc2Cl)c1C(=O)Nc1cccc2cccnc12 was read as KCNQ2 inh inactive and CHT block inactive.
FC(F)(F)c1cccc(Cc2noc(CN3CCCC(CN4CCCC4)C3)n2)c1 (stereo not given) was read as KCNQ2 inh inactive and CHT block inactive.
CCCCCCCNC(=O)c1cc(-c2ccncc2)nc2ccccc12 was read as KCNQ2 inh inactive and CHT block inactive.
`CCn1cc(C(=O)N2CCCC2)c(=O)c2cc(S(=O)(=O)N3CC(C)CC(C)C3)ccc21` (stereo not given) gave KCNQ2 inh inactive and CHT block inactive.
COc1ccc(/C=N/n2cncn2)cc1COc1ccc(NC(C)=O)cc1 was read as KCNQ2 inh inactive and CHT block inactive.
`CCOc1ccccc1NC(=O)NCc1cccnc1` gave KCNQ2 inh inactive and CHT block inactive.
`Cc1ccc(S(=O)(=O)n2ccc(-c3cccc(OCc4c(F)cccc4Cl)c3)n2)cc1` gave KCNQ2 inh inactive and CHT block inactive.
O=[N+]([O-])c1ccc(-n2nnnc2-c2ccccc2)c([N+](=O)[O-])c1 was read as KCNQ2 inh inactive and CHT block inactive.
CNC(=O)c1ccccc1-c1cn(C)c2ccccc2c1=O was read as KCNQ2 inh inactive and CHT block inactive.
`COc1ccc(C2C(C(=O)/C=C/c3ccco3)=C(O)C(=O)N2CCN2CCOCC2)cc1` (stereo not given) gave KCNQ2 inh inactive and CHT block inactive.
Screening Cc1cc(C)c2c(=O)[nH]c(SCC(=O)c3ccc(C(C)C)cc3)nc2n1 returned KCNQ2 inh inactive and CHT block inactive.
COc1ccccc1-n1c2c(cc(C(=O)N3CCC(C)CC3)c1=O)C(=O)CC(C)(C)C2 was read as KCNQ2 inh inactive and CHT block inactive.
CCOC(=O)C1=C(C)NC2=C(C(=O)CCC2)C1c1cccs1 (stereo not given) was read as KCNQ2 inh inactive and CHT block inactive.

This is a random part of the collection; any-hit rate near 1.9%.
